Assay outcomes deposited in PubChem by National Center for Advancing Translational Sciences (NCATS).
GPT2 inh: blocks human glutamate pyruvate transaminase 2; Q8TD30; Recombinant GPT2, coupled pyruvate oxidase/HRP Amplex Red fluorescence; Potency, µM (highest dose often 57.7 µM), for the others: at the highest dose activity change, negative = inhibition, most hits filed as inhibitors; hit rate 0.25% among 100,000; AID 1671188; note: potency is the fitted concentration of half-maximal effect; nearly all actives have a fitted effect of over 60% in size; many of its hits are not listed in these tables
Target sequence (Q8TD30 whole entry, looked up): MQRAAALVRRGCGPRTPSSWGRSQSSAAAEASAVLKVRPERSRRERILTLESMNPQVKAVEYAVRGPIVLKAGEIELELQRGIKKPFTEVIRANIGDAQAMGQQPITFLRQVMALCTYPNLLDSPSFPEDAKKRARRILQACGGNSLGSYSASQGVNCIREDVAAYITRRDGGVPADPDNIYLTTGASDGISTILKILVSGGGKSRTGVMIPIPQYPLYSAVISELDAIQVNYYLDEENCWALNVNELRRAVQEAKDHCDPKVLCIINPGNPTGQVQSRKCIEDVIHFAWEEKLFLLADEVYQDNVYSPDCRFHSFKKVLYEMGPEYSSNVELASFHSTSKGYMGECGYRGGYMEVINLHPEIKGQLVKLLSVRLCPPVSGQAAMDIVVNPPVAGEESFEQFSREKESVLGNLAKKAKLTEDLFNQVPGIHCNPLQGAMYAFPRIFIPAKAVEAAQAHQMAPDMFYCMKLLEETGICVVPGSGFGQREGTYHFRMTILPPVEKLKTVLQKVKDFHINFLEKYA
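Fluorescence read-out: pyruvate from GPT2 turnover coupled to pyruvate oxidase, HRP and Amplex Red (0.2mM ThPP, 0.2U/mL PO and HRP, 50uM Amplex final). Substrates 250uM a-KG, 2mM L-alanine; enzyme 10ng/uL; 30 min RT.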
HEK cytotox: HEK 293 cell cytotoxicity; HEK 293 viability, ATP luminescence (CellTiter-Glo), 48-72 h; Potency, µM (doses to about 115 µM), for inactives: top-dose activity change, negative = cytotoxicity, actives largely listed as inhibitors; hit rate 6.6% among 94,000; note: potency is the fitted concentration of half-maximal effect; nearly all actives have a fitted effect of over 60% in size
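Viability of HEK 293 cells, plated at 250 cells/well, was judged by cellular ATP after compound treatment for 48 or 72 hr. Luminescence was imaged 10 min after CellTiter-Glo addition at room temperature.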
HEK293 viab: counter-screen for SNCA expression inhibitors: cell viability; HEK-293-SNCA-luc viability, GF-AFC fluorescence, 24 h; Potency, µM (highest dose often 57.1 µM), inactives show top-dose activity change, negative = cytotoxicity, usual class: cytotoxic; hit rate 0.12% among 150,000; AID 1671193;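 note: potency is the fitted concentration of half-maximal effect; 0% = DMSO-treated cells and -100% = medium-only wells without cells; nearly all actives have a fitted effect of over 30% in size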
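HEK-293-SNCA-luc cells (1500/well) plated 24 h, then exposed 24 h to a dilution series; GF-AFC added 30 min at 37C, fluorescence 405/540 nm; normalised to medium-only and DMSO wells, Hill fit.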
Luciferase inh: blocks purified firefly luciferase enzyme activity; purified P. pyralis luciferase, luminescence, biochemical; Potency, µM (titrated, usually from 115 µM), inactives show top-dose activity change, negative = inhibition, hits mostly inhibitors; hit rate 2.5% among 76,000; AID 1347043; note: potency is the fitted concentration of half-maximal effect; nearly all actives have a fitted effect of over 65% in size
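Purified 10nM P. pyralis luciferase with 10uM D-luciferin and 10uM ATP in 50mM Tris acetate pH 7.5, 10mM Mg acetate, 0.01% Tween-20, 0.05% BSA. qHTS titration; luminescence read by CCD imager.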
SNCA expr inh: SNCA gene expression inhibition; HEK-293 SNCA-luciferase knock-in, luminescence, 24 h; Potency, µM (highest dose often 57.2 µM), for the others: top-dose activity change, negative = inhibition, usual class: inhibitors; hit rate 0.17% among 140,000; AID 1671194;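 note: potency is the fitted concentration of half-maximal effect; plate controls were DMSO cells for no effect and cell-free wells for full effect; nearly all actives have a fitted effect of over 45% in size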
3T3 cytotox: NIH 3T3 cell cytotoxicity | NIH 3T3 viability, CellTiter-Glo ATP luminescence, 48-72 h | Potency, µM (series often up to 96.7 µM), inactives show top-dose activity change, negative = cytotoxicity, hits mostly inhibitors | hit rate 4.3% among 94,000 | AID 1345082; note: potency is the fitted concentration of half-maximal effect; nearly all actives have a fitted effect of over 55% in size
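Cytotoxicity is measured as loss of cellular ATP: NIH 3T3 cells (400/well) are exposed to compound for 48 or 72 hr at 37 °C, then CellTiter-Glo luminescence is imaged after 10 min at room temperature.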
IP6K1 inhibitor: inhibitors of human IP6K1 | IP6K1 kinase, ADP-Glo luminescence, 2 h; active compounds read low | AID 1645851 | activity change, % (series mostly up to about 58 µM) | hit rate 0.81% among 140,000; in the data active = activity change below about -25%
Target sequence (Q92551 whole entry, looked up): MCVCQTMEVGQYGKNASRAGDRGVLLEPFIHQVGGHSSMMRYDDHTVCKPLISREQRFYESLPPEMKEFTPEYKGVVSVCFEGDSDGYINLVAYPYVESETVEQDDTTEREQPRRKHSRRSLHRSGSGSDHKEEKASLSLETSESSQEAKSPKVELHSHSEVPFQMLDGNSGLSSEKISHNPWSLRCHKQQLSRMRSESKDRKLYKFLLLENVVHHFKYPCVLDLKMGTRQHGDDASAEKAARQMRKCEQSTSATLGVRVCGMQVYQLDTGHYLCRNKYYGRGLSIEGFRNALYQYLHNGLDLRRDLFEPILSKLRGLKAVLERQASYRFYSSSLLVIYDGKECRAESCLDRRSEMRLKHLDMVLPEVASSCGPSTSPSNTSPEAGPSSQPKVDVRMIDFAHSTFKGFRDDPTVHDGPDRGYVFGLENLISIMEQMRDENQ
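ADP-Glo luminescence measures ADP made by human IP6K1 during a 2 h RT reaction with ATP/IP6 (mix at 1.3 mM/130 uM); top library doses 57.5 and 19.1 uM final.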
* = called active by the depositor; i = inactive; ? = inconclusive; · = not tested or not shown; [ ] = remark or other dose. Unless noted, calls come from the whole dose curve; as a rule, active = well fitted curve in the direction sought with a large enough effect; inconclusive = small, poorly fitted or top-dose-only effect, or another doubt; inactive = no such curve, though single readings can be large; an effect the other way counts as inactive or inconclusive. Unless noted, % is set by controls: 0 for no effect and ±100 for the full control effect. Not a hit list; about 7.8% have a hit in one of these screens.

Each structure is followed by: GPT2 inh	HEK cytotox	HEK293 viab	Luciferase inh	SNCA expr inh	3T3 cytotox	IP6K1 inhibitor
CCCC(NC(=O)c1ccc(C#N)cc1)c1ccccc1 (configuration not stated)
  -59%	-17%	-11%	0%	6%	-30%	1
Cc1ccc(-c2noc([C@@H]3CCCN3C(=O)Cc3ccccc3)n2)cc1
  i	?	1%	-4%	5%	?	10
CCN(CC)CCN(C(=O)c1ccco1)c1nc2ccc(F)cc2s1
  ·	·	6%	·	70%[activator]	·	6
C[S+](=O)([O-])N1CCn2cc(C(=O)N3CCOCC3)nc2C1
  i	i	4%	·	-9%	i	4
COc1cc(=O)n2c(c1C(=O)Nc1cccc(Br)c1)CCCC2
  i	?	-3%	-2%	23%	0%	8
COc1cc(=O)n2c(c1C(=O)Nc1cccc(Cl)c1)CCCC2
  i	-21%	-6%	0%	27%	?	1
Cc1cc(C(F)(F)F)n2nc(-c3ccc(Br)cc3)cc2n1
  ·	·	10%	·	13%	·	15
O=C(C[C@H]1NC(=O)c2ccccc2NC1=O)Nc1nnc(C2CC2)s1
  2%	0%	0%	-1%	-5%	-6%	26
CC(C)NC(=O)Cc1ccc(N(Cc2ccccc2)C(=O)c2ccco2)cc1
  5%	1%	-5%	-3%	8%	-17%	0
COc1ccc(-c2nc3scc(CCNS(=O)(=O)c4cccs4)n3n2)cc1
  ·	·	?	·	6%	·	-17
Cc1cccc(-n2nc(-c3c(C)nc4scc(CC(=O)N5CCOCC5)n4c3=O)cc2C)c1
  -8%	-6%	-14%	-1%	12%	-17%	8
COc1ccc(C(=O)N2CCn3c(nnc3-c3ccncc3)C2)cc1
  0%	-7%	-3%	·	-9%	-6%	4
NS(=O)(=O)c1ccc(C(=O)N[C@H](c2cccs2)C2CC(O)C2)cc1 (some centres not stated)
  i	i	-1%	-2%	-25%	-4%	7
Cc1cccc(CNC(=O)C2CCCN(S(=O)(=O)c3cn(C)cn3)C2)c1 (configuration not stated)
  ·	·	8%	·	16%	·	-19
CC(C)Cc1nnc(NC(=O)C[C@H]2NC(=O)c3ccccc3NC2=O)s1
  3%	10%	5%	7%	-21%	i	13
CC(C)Cc1cc(C(=O)NCc2nc(Cc3cccs3)no2)on1
  i	-9%	6%	-4%	10%	-15%	4
Cc1nc(CCNC(=O)C(C)(C)C)no1
  -6%	-15%	1%	-8%	10%	-7%	18
CC(=O)Nc1ccc(NC(=O)c2csnn2)cc1
  ·	·	7%	·	?	·	-5
COc1ccccc1N(CC(=O)NCCSCc1cccc(Cl)c1)S(C)(=O)=O
  ·	·	-8%	·	-13%	·	7
COc1ccc(-n2ncc(C(=O)N3CCc4ccccc4C3)c2C2CCN(C(=O)OC(C)(C)C)CC2)cc1
  ·	·	-15%	·	-9%	·	5
C[C@]12CCC[C@](C)(C(=O)O)C1CCC13C=C(CO)C(CCC12)C3 (some centres not stated)
  0%[27.3 µM]	·	-16%	·	·	·	2
Cc1ncc(CN2CCC(C(=O)O)(n3ccc(-c4ccco4)n3)CC2)[nH]1
  i	1%	3%	-8%	6%	4%	6
O=C(CCCCn1c(=O)c2ccccc2n(Cc2cccc(Cl)c2)c1=O)NCc1ccc2c(c1)OCO2
  ·	·	5%	·	25%	·	-28*
Cc1ccc(C2=NC3(CCN(C(=O)Cc4ccccc4Cl)CC3)ON2)cc1
  ?	?	8%	-14%	-2%	?	8
Cc1ccc(-c2onc(C)c2C)cc1S(=O)(=O)NC1CCC(C)CC1 (configuration not stated)
  ·	·	-3%	·	6%	·	27
Cc1ccccc1-c1cn[nH]c1C1CCN(C(=O)c2cnn3ccccc23)CC1
  ?	?	-22%	5%	-19%	?	5
COc1cc(OC)c(NC(=O)N2CCC(Oc3ncccc3C(=O)N(C)C)C2)cc1Cl (configuration not stated)
  i	15%	0%	3%	12%	-1%	11
Cc1noc(C)c1C(=O)N1CCC2(CC1)CC(NC(=O)NC(C)C)c1ccccc12 (configuration not stated)
  -21%	i	1%	·	3%	-1%	10
CC(C)c1nn2c(=O)cc(COC(=O)c3ccc(NC(=O)c4ccccc4Cl)cc3)nc2s1
  ·	·	8%	·	8%	·	9
Cc1ccoc1C(=O)N1CC(F)(F)C[C@H]1c1nc(C2CC2)no1
  i	i	-3%	-17%	17%	i	-8
CN1C[C@H](O)C[C@H]1c1nnc2n1CCN(C(=O)CC1CCCCC1)CC2
  i	3%	-7%	-2%	11%	0%	4
CCOC(=O)c1ccc(N2C(=O)c3n[nH]c(-c4cccs4)c3C2c2ccc(C(C)(C)C)cc2)cc1 (configuration not stated)
  ·	·	0%	·	23%	·	-9
CC(C)(C)CNC1(Cc2cc(-c3cccc(O)c3)on2)COC1
  -20%[88.5 µM]	?	-1%[87.6 µM]	-3%[172 µM]	-10%[87.6 µM]	?	-10
Cn1ccnc1CNc1nccc(-c2cnn(-c3ccccc3F)c2)n1
  -7%	?	2%	?	40%[activator]	?	18
CC(C)c1ccc(NC2=N[C@H]3[C@@H](O)[C@H](O)C[C@H](C(=O)NCCN4CCOCC4)[C@H]3S2)cc1
  0%	-20%	4%	?	5%	-14%	6
O=C(NCCCc1ccccc1)c1cc(-c2cccc(C(F)(F)F)c2)c2cccn2n1
  3%	?	-5%	·	?	?	6
Cc1ncc(C)c(N2C[C@H](NC(=O)CCC(F)(F)F)[C@@H](C(C)C)C2)n1
  -1%	-17%	3%	-6%	-25%	-1%	6
O=C(NCc1ccncc1)c1cn(C2CN(C(=O)Nc3ccccc3)C2)nn1
  i	2%	3%	7%	-7%	-4%	0
Cc1ccc(CN(C)C(C)c2cccs2)cc1 (configuration not stated)
  0%[88.5 µM]	-1%[172 µM]	7%[87.6 µM]	2%[172 µM]	-12%[87.6 µM]	4%[138 µM]	9
CCOc1ccc(C(c2c(O)cc(C)n(Cc3ccco3)c2=O)N2CCN(C)CC2)cc1 (configuration not stated)
  ·	·	-8%	·	-8%	·	2
Cc1ccccc1N(C)C1CN(Cc2ccc(F)cc2)C1
  -12%[88.5 µM]	?	-2%[87.6 µM]	·	11%[87.6 µM]	-23%[138 µM]	-15
Cc1ccc(-c2noc(-c3ccc(N4CCC(C)CC4)c([N+](=O)[O-])c3)n2)cc1
  ·	·	0%	·	17%	·	-7
CCCN(CC1CC1)C(=O)c1coc(COc2ccc3sc(C)nc3c2)n1
  -18%	40µM*	-2%	3%	8%	?	-5
CCCC(C(=O)Nc1cc(C)c(Cl)cc1OC)N1Cc2ccccc2C1=O (configuration not stated)
  ·	·	?	·	13%	·	11
Cc1nc(C(F)(F)F)nc(N2CCOC(c3ccc(F)cc3)C2)c1C (configuration not stated)
  -2%	?	-20%	-3%	-21%	?	7
CN(CC(N)=O)C(=O)[C@@H]1[C@@H](NC(=O)Nc2ccc(F)cc2F)CCN1C(=O)c1cnccn1
  4%	3%	1%	2%	2%	i	7
O=C(CCc1cc2n(n1)CCCNC2)NC1CCCN(c2ncccn2)C1 (configuration not stated)
  -7%	7%	4%	1%	-1%	i	-1
Cc1ccc(NC(=O)C2CCCN(S(=O)(=O)c3cccc4cccnc34)C2)c(Br)c1 (configuration not stated)
  ·	·	-13%	·	-11%	·	13
COc1ccc(C(=O)NC[C@@H]2C=C(C)[C@H](Cc3nnc(-c4cncn4C)o3)C[C@H]2C(C)C)cc1
  i	?	?	-7%	?	25µM*	13
COc1ccc(C(=O)N2Cc3ccccc3CC23CCCN(C(=O)CCN)C3)cc1 (configuration not stated)
  i	-14%	-7%	·	15%	-26%	-9
COc1cc(C(c2c(C)[nH][nH]c2=O)c2c(C)[nH][nH]c2=O)ccc1OC(=O)c1ccccc1OC
  ·	·	-7%	·	-20%	·	-1
CCOc1ccccc1NC(=O)Cn1c(-c2ccc(F)cc2)nc(C)cc1=O
  0%	?	-5%	5%	6%	-7%	-4
CCc1ccccc1OCC(=O)c1ccc2c(c1)N(CC(=O)NCCCOC)C(=O)CO2
  i	?	-29%	-2%	4%	-12%	10
CCCNC(=O)N1CCC(c2noc(-c3ccccc3)n2)C1 (configuration not stated)
  -2%	?	1%	8%	-1%	?	-4
COc1ccc(-c2cccc(C(=O)NCc3cccc(Cl)c3)c2)nn1
  ·	79µM*	·	·	·	35µM*	2
COc1ccccc1CN1CC[C@H]2COC(=O)N2c2cc(F)ccc2C1
  2%[88.5 µM]	-16%[172 µM]	6%[87.6 µM]	-2%[172 µM]	?	5%[174 µM]	-6
COC[C@@H]1CN(C(=O)CCn2ccnc2)C[C@H]1c1ccncc1
  i	-21%	8%	-6%	9%	-11%	-5
CCCCCC(=O)N1CC(=O)N(Cc2ccc(C)cc2)CC(O)C1 (configuration not stated)
  ·	-4%	·	·	·	?	3
CN1CC(=O)N(C2CCNCC2)Cc2c(NC3CCCCC3)ncnc21
  i	-10%	4%	·	-22%	-9%	-2
CC1CCC(C(=O)NC(C(=O)OCC(=O)c2ccc(Br)cc2)C(C)C)CC1 (configuration not stated)
  ·	·	-9%	·	-5%	·	3

Some of the entries so far, as a markdown table:
| mol | GPT2 inh | HEK cytotox | HEK293 viab | Luciferase inh | SNCA expr inh | 3T3 cytotox | IP6K1 inhibitor |
| --- | --- | --- | --- | --- | --- | --- | --- |
| COc1ccc(-c2cccc(C(=O)NCc3cccc(Cl)c3)c2)nn1 | · | 79µM* | · | · | · | 35µM* | 2 |
| CCc1ccccc1OCC(=O)c1ccc2c(c1)N(CC(=O)NCCCOC)C(=O)CO2 | i | ? | -29% | -2% | 4% | -12% | 10 |

Following part.
Each structure is followed by: GPT2 inh	HEK cytotox	HEK293 viab	Luciferase inh	SNCA expr inh	3T3 cytotox	IP6K1 inhibitor
CC(C)C1NC(=O)C(CC2(O)c3ccccc3N3C(=O)C(Cc4ccccc4)NC32)NC1=O (configuration not stated)
  i	·	-1%[23.9 µM]	·	·	·	24
O=C(c1cccs1)N1CCC2(CC1)NCCc1c2[nH]c2ccccc12
  i	?	-12%[12.5 µM]	1%	15%	?	11
Cn1ncc2cc(-c3cnc(N)c(Cl)c3N3CCC4(CCNC4=O)CC3)ccc21
  4%	·	-10%	·	·	·	-2
O=C(CN1C(=O)CCSc2ccc(S(=O)(=O)N3CCCC3)cc21)Nc1ccccc1Cl
  ·	·	3%	·	15%	·	-1
Cc1nc(C)c(C(=O)NCc2cccnc2N(C)C2CCCCC2)s1
  -2%	-25%	-8%	4%	1%	?	12
O=C(Nc1cccc(Cl)c1F)N1CCC(OC2CCN(Cc3ccccc3)CC2)CC1
  i	?	-23%	1%	-20%	?	-2
COc1ccc(S(=O)(=O)NC[C@H]2COCc3nc4c(C)cccc4n32)cc1
  3%[88.5 µM]	?	?	1%[172 µM]	-11%[87.6 µM]	?	4
COc1cc(C(=O)N2CCC(O)(c3ccc(C)cn3)CC2)cc(OC)c1OC
  i	-4%	6%	2%	-3%	-4%	-1
